Mot1-301 SUMO: SUMOylation pathway inhibition by Mot1-301 growth rescue; growth rescue, % at 18.8 µM; S. cerevisiae Mot1-301 growth rescue, ATP luminescence, 38.5C; percent above DMSO median, 100 means doubled; 320,000 compounds, 1% hits; AID 2716;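 active = every valid replicate shows activation above 250% relative to neutral control wells; inactive = the rest, any valid replicate at or below 250%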;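 also: OY570 slx delta 5 strain wells were the positive control but not used for scaling; some compounds called inactive have numbers as strong as hits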
Ecoli viability: reduces bacterial viability in AddAB counter-screen; AID 449728; E. coli V3065 growth, OD600 absorbance, 18 h; 330,000 compounds, 0.27% hits; inhibition, % at 11.9 µM;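 active = inhibition above the campaign's mean inhibition across all tested compounds plus 3 SD, cut at about 9.9% in these data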;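 also: uninfected addAB+ strain grown without phage in ampicillin broth; 0% = DMSO wells and 100% = ciprofloxacin 0.95 µg/ml wells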
CDK5 inh: CDK5/p35 (human) kinase inhibition. Q00535+Q15078. Recombinant CDK5/p35, ADP-Glo luminescence, 60 min. inhibition, % at 10 µM. 330,000 compounds, 0.01% hits;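 active = highest replicate inhibition of at least 50% and at least 75% of replicates reaching 50%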;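 also: plate controls were DMSO neutral control for no effect and GW8510 at 10 µM for full effect; many of its hits are not listed in these tables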
phage Ecoli inh: E. coli growth loss with phage present; growth absorbance; 360,000 compounds, 0.26% hits; inhibition, % at 11.9 µM; in the data active = inhibition above about 11%
PKA-R2B act: PKA-R2B complex activation | P22694+P31323 | PKA-R2B holoenzyme dissociation, Cy5-IP20 fluorescence polarization; R2B truncated from residue 108, S112A mutant; 0% DMSO only, 100% 113 µM cGMP | activation, % at 11.4 µM | 340,000 compounds, 0.079% hits;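 active = activation above a cutoff set at the mean over all compounds plus 3 SD, cut at about 18% in these data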;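 also: higher means more holoenzyme dissociation and a rise in polarization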
HTR5A ag: HTR5A agonism, opioid heterodimer counter-screen; P47898; HTR5A agonist assay, luminescence, cell-based; AID 504692; 340,000 compounds, 0.61% hits; activation, % at 9.3 µM; in the data active = activation mostly above about 9.5%, no sharp cut-off; inactive = mostly below about 7.6%;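 also: 0% = cells with vehicle only and 100% = reference agonist; strong numbers were not always called active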
Target sequence (P47898 whole entry, looked up): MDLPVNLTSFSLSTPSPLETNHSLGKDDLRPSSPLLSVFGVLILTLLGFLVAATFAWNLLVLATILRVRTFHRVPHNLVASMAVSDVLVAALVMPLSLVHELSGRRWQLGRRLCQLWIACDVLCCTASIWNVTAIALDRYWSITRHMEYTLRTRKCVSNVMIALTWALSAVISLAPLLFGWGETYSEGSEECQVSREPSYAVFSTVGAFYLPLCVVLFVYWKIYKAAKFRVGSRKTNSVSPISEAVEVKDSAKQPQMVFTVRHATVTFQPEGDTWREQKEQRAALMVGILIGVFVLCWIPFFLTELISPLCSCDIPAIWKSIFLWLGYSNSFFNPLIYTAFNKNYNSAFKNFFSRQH
HTR5A inv ctr: HTR5A inverse agonism, opioid heterodimer counter-screen | P47898 | HTR5A cell line, luminescence | inhibition, % at 9.3 µM | 340,000 compounds, 0.083% hits; in the data active = inhibition mostly above about 23%, no sharp cut-off; inactive = mostly below about 18%;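 also: 0% = cells with DMSO and 100% = no-cell wells with DMSO; some compounds called inactive have numbers as strong as hits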
Tat export inh: E. coli Tat transport inhibition; inhibition, % at 10 µM; E. coli MC4100 TorA-mCherry Tat export, fluorescence; 340,000 compounds, 0.036% hits;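 active = mean replicate inhibition at least 50% and at least half of replicates individually reaching 50%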;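 also: exported cargo escapes ClpAP degradation while cytoplasmic cargo is degraded and loses fluorescence; 0% = median of neutral control wells and 100% = median of NaSCN control wells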
DAGLB inh: diacylglycerol lipase beta (human) inhibition; Q8NCG7; HEK293T DAGLB membrane lysate, EnzChek fluorogenic substrate; inhibition, % at 5.17 µM; 340,000 compounds, 0.059% hits; in the data active = inhibition above about 34%;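 also: 0% = enzyme with vehicle and 100% = wells lacking enzyme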
Target sequence (Q8NCG7 whole entry, looked up): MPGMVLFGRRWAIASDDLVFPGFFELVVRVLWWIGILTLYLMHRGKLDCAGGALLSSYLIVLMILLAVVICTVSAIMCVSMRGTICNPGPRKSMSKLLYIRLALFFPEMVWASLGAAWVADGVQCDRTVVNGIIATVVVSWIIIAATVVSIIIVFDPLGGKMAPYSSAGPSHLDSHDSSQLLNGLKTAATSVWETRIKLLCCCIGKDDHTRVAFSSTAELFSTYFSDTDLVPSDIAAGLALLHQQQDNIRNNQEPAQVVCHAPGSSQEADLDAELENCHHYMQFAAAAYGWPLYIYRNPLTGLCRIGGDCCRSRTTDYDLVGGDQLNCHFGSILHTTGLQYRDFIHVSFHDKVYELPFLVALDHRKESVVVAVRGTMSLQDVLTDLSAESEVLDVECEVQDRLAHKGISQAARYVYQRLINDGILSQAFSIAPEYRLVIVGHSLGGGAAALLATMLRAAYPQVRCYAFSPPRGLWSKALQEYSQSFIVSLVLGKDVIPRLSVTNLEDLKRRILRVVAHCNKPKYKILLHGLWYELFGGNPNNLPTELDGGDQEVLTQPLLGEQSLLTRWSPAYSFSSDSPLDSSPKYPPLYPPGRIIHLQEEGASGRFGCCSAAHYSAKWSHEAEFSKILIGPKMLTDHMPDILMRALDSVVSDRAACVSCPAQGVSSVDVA
PKA-R1A activ: PKA-R1A complex activation | P00514+P68181 | PKA-R1A dissociation, Cy5-IP20 fluorescence polarization; scaled: DMSO 0%, 113 µM cGMP 100% | activation, % at 11.4 µM | 340,000 compounds, 0.083% hits | AID 504707;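 active = percent activation above the mean of all tested compounds plus 3 SD, cut at about 19% in these data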;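 also: higher means more PKAc released from R1A so a rise in polarization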
AddAB inh: less growth of phage-infected E. coli with AddAB. E. coli expressing H. pylori AddAB, absorbance growth. inhibition, % at 11.9 µM. 330,000 compounds, 0.29% hits; in the data active = inhibition above about 12%;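 also: 0% = vehicle wells of infected cells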
Starred values were filed as active, the others as inactive; / = no result given. Compounds as they come; overall some 2.3% were active at least once.

molecule	phage Ecoli inh	HTR5A ag	Tat export inh	Ecoli viability	DAGLB inh	AddAB inh	PKA-R1A activ	CDK5 inh	PKA-R2B act	HTR5A inv ctr	Mot1-301 SUMO
O=C(Nc1cccc(Br)c1)c1ccc2c(c1)SC1=NS(=O)(=O)CCN12	0.4	4.9	6.3	0.3	1.1	-1.2	-13.7	2.7	-16.3	-12.0	-0.1
Cc1ccc(C(=O)C2C(c3ccc(-c4ccccc4[N+](=O)[O-])o3)NC(=O)NC2(O)C(F)(F)F)cc1 (stereo unspecified)	1.9	1.9	9.4	0.5	0.4	-1.0	-6.7	-1.9	-11.2	0.2	-6.4
CC(NS(=O)(=O)/C=C/c1ccccc1)C(=O)NCCc1ccc(S(N)(=O)=O)cc1 (stereo unspecified)	0.0	3.5	-4.5	1.5	0.1	0.9	2.8	-0.1	-0.5	-9.9	-5.3
Cc1ccc(NC(=S)N2CCN(C)CC2)c(C)c1	3.6	5.7	-9.4	-0.5	0.2	1.2	5.5	-0.6	7.8	10.0	-4.9
COc1ccc(CNC(=O)COC(=O)CCC2CCCCC2)cc1	1.8	2.7	4.1	1.5	-4.4	3.9	-10.2	-0.7	1.9	-21.3	-0.1
CCOC(=O)C1=NNC2C(=O)N(C3CCCCC3)C(=O)C12 (stereo unspecified)	-4.4	1.9	3.9	-1.1	-2.0	-1.0	15.9	-0.3	2.3	0.8	5.2
Cc1c(C)n(CCCN(C)C)c2ncnc(NCc3ccccc3)c12	2.4	-1.1	-5.4	-0.3	-0.4	-2.0	-16.6	-0.4	-6.2	4.2	10.3
O=S(=O)(Nc1ccc(-c2cn3ccccc3n2)cc1)c1ccccc1	-0.8	2.7	-4.5	0.6	-1.6	1.2	1.8	-0.5	-7.1	-7.5	52.6
Cc1ccc(N2C(=O)Nc3ccc(Br)cc3C2(O)C(=O)NCCCN(C)C)cc1C (stereo unspecified)	3.0	2.1	-1.1	-1.1	0.6	0.1	5.7	1.0	8.8	3.8	108.2
CC(C)(CO)C(O)C(=O)NCCC#N (stereo unspecified)	7.2	8.2	-6.5	0.5	-0.7	2.4	1.5	1.9	1.2	6.8	3.6
CCC(C)(C)NC(=O)C(c1ccc(OC)cc1)N(C(=O)CCC(=O)Nc1cc(C)on1)c1ccc2c(c1)OCCO2 (stereo unspecified)	2.5	-3.8	1.5	-1.3	0.8	1.4	5.8	-1.0	0.7	-16.8	3.0
CC(C)NS(=O)(=O)c1ccc(OCC(=O)Nc2ccc3c(c2)OCO3)cc1	3.6	3.4	-5.5	-1.3	-3.2	0.4	1.8	0.2	-4.7	-9.1	2.2
O=C(NC1CCCCCCC1)C1CCN(S(=O)(=O)N2CCCC2)CC1	0.0	2.6	-1.9	1.7	2.0	2.5	-6.6	2.4	13.4	-6.2	-1.8
Cc1c(Cl)cccc1N1C(=O)c2ccccc2C1=O	2.8	0.1	2.1	0.4	-2.5	0.2	-3.0	0.4	-1.8	27.6	23.1
CCOC(=O)Cn1cncc1-c1ccc([N+](=O)[O-])cc1	5.6	-5.2	-1.1	-1.0	0.0	4.0	1.9	-0.4	-1.8	17.7	3.0
COc1ccc2c(c1)c1ncn(Cc3ccccn3)c(=O)c1n2C	2.8	3.8	-1.2	0.5	1.9	2.4	5.0	-0.6	-4.2	19.3	-22.3
COC(=O)/C=C/c1c(C)[nH]c(=O)[nH]c1=O	-1.6	-7.1	3.6	3.4	-1.7	1.5	7.2	0.3	1.6	17.9	-45.3
CC(C)N(Cc1ccccc1)C(=S)Nc1cccnc1	3.4	6.8	6.4	-1.0	-1.1	1.5	-8.6	1.3	-5.2	-22.3	5.2
Cc1cccc(-n2cc(-c3ccc([N+](=O)[O-])cc3)[nH]c2=S)c1	2.4	2.9	4.0	0.9	12.0	-1.5	1.4	-0.6	4.6	-12.1	1.1
Brc1cc2c(cc1/C=N/Nc1nc(N3CCOCC3)nc(N3CCOCC3)n1)OCO2	3.4	1.5	-2.5	0.9	0.2	4.4	-14.5	1.0	-1.6	14.6	2.3
COCCNc1nc2nonc2nc1NC(C)c1ccccc1Cl (stereo unspecified)	6.8	-2.5	-11.6	2.3	-0.9	3.3	8.8	0.5	4.7	6.4	-3.3
CC(=O)Nc1cc(C(=O)N2CCc3ccccc3C2)ccc1Sc1ccc(F)cc1	4.2	1.7	6.8	1.2	1.0	4.5	-10.6	-0.5	-8.8	-4.5	-18.3
Cc1ccc(C(=O)OCc2nc3ccccc3s2)o1	0.5	-1.7	4.5	-0.2	-2.7	-3.1	12.9	0.1	-2.3	-9.1	34.8
CCOC(=O)c1ccc(NC(=O)C2(c3ccc(Cl)cc3)CCCC2)cc1	2.8	1.1	18.4	-0.9	-1.7	1.4	-0.7	-1.1	-3.3	-16.6	-10.1
Cc1cc(NC(=O)Cn2nc(-c3cccs3)ccc2=O)cc(C)c1Br	1.8	8.4	-8.1	-0.4	-0.6	1.3	-5.4	-1.0	-4.9	-23.6	-17.7
CCC(C)C(=O)Nc1nc2ccc(OC)cc2s1 (stereo unspecified)	3.1	/	-1.5	-2.8	/	-0.3	/	1.1	/	/	6.3
CC(C)C(C(=O)NCc1ccco1)N(Cc1ccco1)C(=O)CNS(=O)(=O)c1ccccc1 (stereo unspecified)	-0.4	6.8	-3.9	-1.0	1.9	-0.3	-5.7	-0.6	-1.5	-20.1	24.2
Cc1cccc(N2C(=O)CS/C2=N\NC(=O)c2cccnc2)c1C	1.7	0.2	2.3	-0.9	-1.5	1.0	1.0	-0.3	-6.6	-0.6	-3.5
Cn1c(=O)c2[nH]c(NCCCN3CCOCC3)nc2n(C)c1=O	0.3	-9.3	-4.1	-0.9	-1.6	0.9	-12.7	-1.1	-7.4	22.2	-1.8
Cc1ccccc1/C=N/n1c(-c2ccccn2)n[nH]c1=S	0.7	-2.9	14.5	0.1	-1.9	0.9	-11.0	1.2	0.7	7.5	-14.2

Just DAGLB inh and CDK5 inh, for 2 of the compounds above:
molecule | DAGLB inh | CDK5 inh
Cc1ccc(C(=O)OCc2nc3ccccc3s2)o1 | -2.7 | 0.1
CCOC(=O)c1ccc(NC(=O)C2(c3ccc(Cl)cc3)CCCC2)cc1 | -1.7 | -1.1

Following part
molecule	phage Ecoli inh	HTR5A ag	Tat export inh	Ecoli viability	DAGLB inh	AddAB inh	PKA-R1A activ	CDK5 inh	PKA-R2B act	HTR5A inv ctr	Mot1-301 SUMO
COc1cccc(/C=C/C(=O)N2CCN(c3n[nH]c(=O)[nH]c3=O)CC2)c1OC	1.2	1.9	6.7	-1.1	0.6	5.3	-3.1	0.2	-8.1	-5.0	13.9
COc1ccccc1CNC(=O)C(=O)NCC1CCCO1 (stereo unspecified)	1.9	-1.7	-2.2	0.3	2.4	0.5	-13.0	1.0	-1.1	19.9	-2.6
O=c1[nH]nc(-c2ccc(NCCCO)c([N+](=O)[O-])c2)c2ccccc12	0.4	-1.6	2.3	2.5	2.5	-1.2	-2.8	-0.4	1.0	5.5	-3.7
O=C(COC(=O)CNC(=O)c1ccccc1)NC(=O)NC1CCCCC1	4.1	0.2	-4.2	0.2	1.2	-0.2	0.7	-1.0	-4.7	-0.9	-1.6
Cc1cc(NC(=O)CSc2c(C)[nH]c3ccccc23)no1	1.4	-5.3	4.9	-0.3	-1.4	-3.8	-11.5	0.3	13.8	-23.5	-13.7
Nc1n[nH]c(N)c1N=Nc1ccc(F)cc1	4.0	-1.2	-4.3	1.4	3.5	1.1	-6.5	2.6	-0.2	5.6	18.4
O=C1N/C(=N\N=C\c2cccs2)SC1Cc1ccc(Cl)cc1Cl (stereo unspecified)	-2.2	14.9	0.1	-3.6	-3.1	-0.8	5.2	1.6	9.0	-39.6	/
Nn1cnnc1SCC(=O)N1CCc2ccccc2C1	0.1	3.1	-8.0	-1.9	-0.2	2.0	2.6	0.5	-2.0	-7.7	4.9
CCSc1cc(N2CCOCC2)nc(-c2ccccc2)n1	1.1	-1.4	3.2	1.2	-2.4	2.7	6.7	1.5	-2.9	10.0	-6.6
CC(=O)c1ccc(Oc2nc3c(c(=O)n(C)c(=O)n3C)n2C)cc1	-1.4	1.8	0.0	0.1	-0.1	2.2	-6.4	-0.7	-6.2	-5.1	87.8
CCOc1ccc(NC(=O)NNC(=O)c2ccc(Cl)cc2Cl)cc1	2.0	-3.1	-1.7	-1.6	-2.8	3.4	-2.4	-0.3	-11.0	23.6	195.2
CCc1nnc(NS(=O)(=O)c2ccc(N/C=C/C(=O)c3ccc(OC)cc3)cc2)s1	8.4	-1.8	-13.7	6.5	6.5	9.0	-4.4	0.6	-10.0	3.5	-6.2
COc1ccc(C(=O)Nc2cc(OCc3ccccc3)c(Cl)cc2Cl)cc1	0.6	7.7	10.8	-2.2	-6.6	1.4	-5.1	1.4	3.2	-18.5	7.4
O=C(COc1ccc2c(c1)oc(=O)c1ccccc12)NCCN1CCOCC1	4.6	-1.6	-2.6	3.0	2.8	1.5	4.8	0.0	-0.7	18.8	146.6
CC1CCN(C(=O)CNC(=O)c2cccc(OC(F)F)c2)CC1	3.0	-0.3	-3.0	-0.2	1.9	1.4	-6.9	0.8	-6.8	-12.8	10.8
CN(C)c1nc(N(C)C)nc(N(C#N)CN2C(=O)c3ccccc3S2(=O)=O)n1	2.4	0.0	12.7	-0.2	-0.6	-0.2	-6.5	1.1	-2.0	0.1	-9.3
CCc1ccc(NC(=O)C2CCCN2c2nn3c(=O)cc(C)nc3s2)cc1 (stereo unspecified)	3.0	3.0	-4.2	-0.9	-0.3	-1.2	-9.0	-0.7	-12.1	-9.1	70.5
Cc1ccc2nc(NC(=O)Cc3cccs3)sc2c1	4.5	1.4	-0.9	0.1	-8.4	2.8	-2.3	1.4	2.0	-24.1	22.9
CC(=O)Oc1ccccc1C1=NN(C(C)=O)C(c2ccccc2)C1 (stereo unspecified)	1.6	0.4	6.1	0.8	0.2	-0.9	-7.3	1.1	-10.7	-0.1	-0.2
Cn1c(C(=O)NCCN2CCN(c3ccccc3F)CC2)cc2c(=O)n(C)c3ccccc3c21	-1.1	-6.2	-5.2	2.1	-2.1	3.3	-5.8	-0.6	-9.2	17.1	-22.0
CCCCN(C(=O)NC(=O)Nc1ccc(C)cn1)S(C)(=O)=O	2.6	-0.8	4.7	-2.3	0.4	0.4	-2.8	-0.9	3.4	-5.5	73.1
CCOC(=O)c1sc(NC(=O)CSc2nnnn2-c2ccc(C)cc2)c(C(=O)OCC)c1C	2.0	5.3	-2.8	1.0	-2.4	-0.4	-0.6	-1.1	-0.6	-17.2	1.1
O=C(CN1CCOCC1)Nc1ccc2c(c1)CCC2	2.3	3.5	-0.1	0.8	1.5	4.7	-5.7	-0.5	-1.6	-10.4	-1.0
Cc1sc2nnn(CC(=O)N3CCN(C(=O)c4ccco4)CC3)c(=O)c2c1C	-0.3	2.3	-6.2	-1.1	4.8	1.8	-10.8	4.1	-5.5	-7.5	6.9
Cc1ccccc1OCC(=O)OCC(=O)Nc1ccc2c(c1)OCO2	0.5	-1.5	-12.3	-1.1	-3.3	0.3	-4.5	-1.9	-1.1	3.8	-2.8

Compound activity (PubChem)
